High-throughput results: PubChem BioAssay, National Center for Advancing Translational Sciences (NCATS)
GAA glycogen: inhibitors or activators of human alpha-glucosidase glycogen cleavage; P10253; 300,000 tested, 0.38% active; Potency, µM (series often up to 76.4 µM), without a hit: top-dose activity change, negative = inhibition, usual class: inhibitors; recombinant GAA, glycogen substrate, Amplex Red glucose oxidase fluorescence;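 further: 0% = full enzyme reaction and -100% = no-enzyme basal signal; the screen sought inhibitors and activators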
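Recombinant human alpha-glucosidase (4 nM final) hydrolysed bovine liver glycogen (30 ug) for 40 min at 37 C in pH 5.0 citrate/phosphate with 0.01% Tween-20. Released glucose detected by glucose oxidase/Amplex Red, Ex 573/Em 610 nm. Compounds up to 77 uM; AC50 from Hill fits.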
GLA spleen mod: inhibits or activates alpha-galactosidase in human spleen homogenate. AID 2107. P06280. human spleen homogenate, 4MU-alpha-Gal fluorescence, 40 min. 240,000 tested, 0.008% active. Potency, µM (top dose mostly 80 µM), for the others: top-dose activity change, negative = inhibition, most hits filed as inhibitors;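 further: 0% = enzyme with vehicle and -100% = no enzyme basal signal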
Target sequence (P06280 32-429 limits assumed): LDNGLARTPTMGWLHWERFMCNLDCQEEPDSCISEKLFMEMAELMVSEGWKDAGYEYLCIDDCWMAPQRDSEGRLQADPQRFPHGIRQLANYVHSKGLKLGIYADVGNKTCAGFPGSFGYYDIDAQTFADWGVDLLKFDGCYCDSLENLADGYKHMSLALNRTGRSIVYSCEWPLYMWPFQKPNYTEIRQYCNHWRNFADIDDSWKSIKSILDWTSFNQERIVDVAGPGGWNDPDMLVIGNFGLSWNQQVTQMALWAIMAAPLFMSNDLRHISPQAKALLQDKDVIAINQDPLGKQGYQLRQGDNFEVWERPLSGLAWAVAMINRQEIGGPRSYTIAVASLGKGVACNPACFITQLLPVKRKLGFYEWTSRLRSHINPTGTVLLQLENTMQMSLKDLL
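qHTS titration in buffer at pH 5.0. Alpha-galactosidase activity in spleen homogenate was measured via 4-methylumbelliferone release from 1 mM fluorogenic substrate after 40 min at 37C and a pH 10 stop. AC50 came from Hill fits of control-normalized data.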
GAA spleen mod: inhibitors or activators of human alpha-glucosidase in spleen homogenate; 240,000 tested, 0.006% active; human spleen homogenate, 4-MU-alpha-glucoside fluorescence; Potency, µM (highest dose often 79.9 µM), for inactives: top-dose activity change, negative = inhibition, hits mostly inhibitors;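 further: 0% = enzyme with vehicle and -100% = no enzyme basal signal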
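Human spleen homogenate (1 ug) incubated with compounds and 1 mM 4-methylumbelliferyl-alpha-D-glucopyranoside in pH 5.0 citrate/phosphate buffer, 37 C, 40 min. Stopped at pH 10; 4-MU fluorescence (Ex 365/Em 440 nm); AC50 by Hill fit.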
Tau fluor cs: counter-screen for tau fibril formation inhibitors; tau K18 P301L Alexa594 fluorescence, heparin fibrillization; Potency, µM (highest dose often 57.7 µM), without a hit: at the top dose activity change, negative = decrease; 280,000 tested, 0.93% active; AID 1463; further: on the % scale 0 is the no-effect control and ±100 the full control effect; nearly all actives have a fitted effect of over 55% in size
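Human tau K18 P301L (15 uM unlabeled, 0.24 uM Alexa 594-labeled) in 100 mM sodium acetate pH 7 with 20 uM heparin, 6 hr at 37 C. ThT 30 uM added, 1 hr ambient; Alexa 594 FP and total fluorescence read at 555/632 nm.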
Epigenetic derep: epigenetic control regulation, reporter derepression; murine LDR cells, GFP reporter derepression, 30 h; Potency, µM (titrated, usually from 53.9 µM), inactives show at the highest dose GFP activation, hits mostly activators; 280,000 tested, 0.2% active; AID 1865; further: % of control where 0% means no effect; nearly all actives have a fitted effect of over 60% in size
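Murine LDR cells carrying a silenced, genomically integrated CMV-driven GFP reporter were exposed to compound for 30 hours at 37 C. After PBS washes, GFP-positive cells (20–120 um objects) were counted by laser-scanning microplate cytometry.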
* = called active by the depositor; ? = inconclusive; . = not tested or not shown; & = joins results of further samples; [ ] = another dose, or the depositor's remark. The call rests on the fitted dose curve; in most records, active means well fitted curve in the direction sought with a large enough effect; inconclusive means small, poorly fitted or top-dose-only effect, or another doubt; inactive means no such curve, though single readings can be large; an effect the other way counts as inactive or inconclusive. Potency means the concentration at half of the fitted maximal effect. An excerpt; count on the stated rates, not on these rows.

SMILES	GAA glycogen	GLA spleen mod	GAA spleen mod	Tau fluor cs	Epigenetic derep
O=[N+]([O-])c1cccc(CN2CC=C(c3ccc(F)cc3)CC2)c1	7%[76.3 µM]	.	.	.	.
Cc1cccc(N=Nc2ccc(N(C)C)cc2)c1	21%	.	.	.	.
O=C(O)Cn1cc(/C=C2\C(=O)NC(=O)N(c3ccc(Cl)cc3)C2=O)c2ccccc21	3%	.	.	.	.
COCCNC(=O)Cn1cc(C(=O)c2ccccc2F)c2ccccc21	7%[76.3 µM]	.	.	.	.
COc1ccc(N2C(=O)/C(=C/c3ccc(C)o3)C(=O)NC2=S)cc1	?	.	.	.	.
Fc1ccccc1CNCCc1c[nH]c2ccccc12	0%	.	.	.	.
COc1cccc2cc(-c3cc(=O)oc4ccc(OC(=O)N(C)C)cc34)oc12	-3%[76.3 µM]	.	.	.	.
O=c1c2ccccc2nc(-c2ccccc2Cl)n1-c1cccc(O)c1	-15%	.	.	.	.
O=c1c2ccccc2nc(/C=C/c2cccc3ccccc23)n1-c1ccccc1Cl	.	.	.	-7%	3.0%
COC(=O)c1c(-c2ccc(Cl)cc2)noc1N1CCN(c2ccc(C(C)=O)cc2)CC1	.	.	.	-8%	?
COc1ccc(NC(=O)CCc2nc(C3=CCN(Cc4cccc(Cl)c4)CC3)no2)c(OC)c1	.	.	.	-25%	1.0%
O=S1(=O)N(Cc2ccccc2)CCCN1Cc1cccc(Cl)c1	.	.	.	-20%	-3.5%
Cc1ccc(-c2nn3c(=O)cc(CN4CCN(C(=O)COc5ccc(C)c(C)c5)CC4)nc3s2)cc1	.	.	.	-3%	-2.8%
Cc1cccc(Cn2cccc(C(=O)Nc3nnc(C)s3)c2=O)c1	.	.	.	-11%	0.7%
O=C(Nc1ccc2c(c1)OCO2)c1cccn(Cc2ccccc2)c1=O	.	.	.	-17%	12%
COc1ccc(CNC(=O)Cn2c(=O)nc(-c3ccccc3F)c3cc(Cl)ccc32)cc1	.	.	.	2%	?
Cc1ccc2nc(NC(=O)c3cccn(Cc4ccccc4F)c3=O)sc2c1	.	.	.	-20%	15%
COc1cccc(NC(=O)c2ccc3c(=O)n4nc(Nc5ccccc5OC)sc4nc3c2)c1	.	.	.	-13%	?
Cc1ccc2oc(=O)c(-c3nc4ccc(C)cc4[nH]3)cc2c1	.	.	.	-8%	16µM*
Cc1ccc(CNc2cc(C)nc3nc(-c4ccc(C)cc4)nn23)cc1	.	.	.	16%	?
O=C(c1ccc2c(c1)N(Cc1ccc(F)cc1)C(=O)c1ccccc1S2)N1CCC2(CC1)OCCO2	.	.	.	-10%	-1.1%
COc1ccc(NC(=O)CCc2nc(C3=CCN(Cc4cccc(C)c4)CC3)no2)c(OC)c1	.	.	.	-14%	-4.4%
Cc1ccc(-n2c(/C=C/c3ccccc3)nc3ccccc3c2=O)cc1Cl	.	.	.	-4%	2.0%
CCc1cccc(NC(=O)CN2C(=O)CN=C(c3ccccc3F)c3cc(Cl)ccc32)c1	.	.	.	-26%	-0.2%
O=C(Nc1cc(C(F)(F)F)cc(C(F)(F)F)c1)c1cccn(Cc2ccccc2Cl)c1=O	.	.	.	-11%	0.0%

Quoted at random: 7 records from the list.
SMILES	GAA glycogen	GLA spleen mod	GAA spleen mod	Tau fluor cs	Epigenetic derep
COCCNC(=O)Cn1cc(C(=O)c2ccccc2F)c2ccccc21	7%[76.3 µM]	.	.	.	.
COc1cccc(NC(=O)c2ccc3c(=O)n4nc(Nc5ccccc5OC)sc4nc3c2)c1	.	.	.	-13%	?
CCc1cccc(NC(=O)CN2C(=O)CN=C(c3ccccc3F)c3cc(Cl)ccc32)c1	.	.	.	-26%	-0.2%
O=C(Nc1ccc2c(c1)OCO2)c1cccn(Cc2ccccc2)c1=O	.	.	.	-17%	12%
COc1ccc(NC(=O)CCc2nc(C3=CCN(Cc4cccc(C)c4)CC3)no2)c(OC)c1	.	.	.	-14%	-4.4%
O=C(c1ccc2c(c1)N(Cc1ccc(F)cc1)C(=O)c1ccccc1S2)N1CCC2(CC1)OCCO2	.	.	.	-10%	-1.1%
COc1ccc(N2C(=O)/C(=C/c3ccc(C)o3)C(=O)NC2=S)cc1	?	.	.	.	.

(list continues)
SMILES	GAA glycogen	GLA spleen mod	GAA spleen mod	Tau fluor cs	Epigenetic derep
O=C(Nc1nc2ccccc2s1)c1cccn(Cc2ccccc2)c1=O	.	.	.	-21%	14%
COc1ccc(NC(=O)CN2C(=O)C(C)N=C(c3ccccc3F)c3cc(Cl)ccc32)c(OC)c1 (centres undefined)	.	.	.	-25%	1.1%
NC(=O)c1ccc(NC(=O)c2cccn(Cc3ccccc3)c2=O)cc1	.	.	.	-4%	8.7%
Cc1cccc(-c2nn3c(=O)cc(CN4CCN(C(=O)COc5ccc(Cl)cc5)CC4)nc3s2)c1	.	.	.	-6%	9.8%
COc1ccc(C)cc1NC(=O)c1cccn(Cc2cccc([N+](=O)[O-])c2)c1=O	.	.	.	-28%	2.0%
Cc1ccc(-n2c(/C=C/c3cc(Br)cs3)nc3ccccc3c2=O)cc1	.	.	.	4%	2.4%
CN1CCN(c2csc3ccc(F)cc3c2=O)CC1	.	.	.	1%	-0.9%
Cc1ccccc1CN1C(=O)C(C)N=C(c2ccccc2)c2ccccc21 (centres undefined)	.	.	.	1%	0.0%
Cc1nnc(NC(=O)c2cccn(Cc3cccc(Cl)c3)c2=O)s1	.	.	.	-10%	0.0%
Cc1ccc(Cn2cccc(C(=O)Nc3cc(C)on3)c2=O)cc1	.	.	.	-8%	3.2%
Cc1ccc(CN2C(=O)c3ccccc3Sc3ccc(C(=O)N4CCC5(CC4)OCCO5)cc32)cc1	.	.	.	-9%	1.2%
CCc1ccc(NC(=O)CN2C(=O)C3(SCC(=O)N3c3ccc(F)c(F)c3)c3ccccc32)cc1 (centres undefined)	.	.	.	?	2.5%
Cc1cccc(CN2C(=O)CN=C(c3ccccc3Cl)c3cc(Cl)ccc32)c1	.	.	.	-8%	-1.1%
CCN1C(=O)c2ccccc2Sc2ccc(NC(=O)Cc3ccc(OC)c(OC)c3)cc21	.	.	.	?	1.4%
Cc1cccc(Cn2cccc(C(=O)Nc3ccc4c(c3)OCCO4)c2=O)c1	.	.	.	?	5.8%
COc1ccc(NC(=O)c2sc3nc4c(cc3c2N)N2CCC4CC2)cc1OC	.	.	.	-15%	1.7%
CC(=O)O[C@H]1C2[C@@H](OC(=O)Cc3ccccc3)[C@@H](C)C[C@]2(OC(C)=O)C(=O)/C(C)=C/[C@@H]2[C@H](CC[C@@]13CO3)C2(C)C (some centres undefined)	.	2%	-9%	.	.
C[C@@H]1O[C@@H](O[C@H]2CC[C@@H](O[C@H]3[C@H](O)C[C@H](c4ccc5c(c4O)C(=O)C4=C(C5=O)[C@@]5(O)C(=O)C[C@](C)(O[C@H]6CC[C@H](O[C@H]7C=CC(=O)[C@H](C)O7)[C@H](C)O6)C[C@@]5(O)C=C4)O[C@@H]3C)O[C@H]2C)C=CC1=O	.	7%	-7%	.	.
c1ccc2c(c1)c1cc[n+]2CCCCC[n+]2ccc(c3ccccc32)NCCCCCN1	.	5%	-12%	.	.
CN(C)C1CSSSC1	.	-18%	-8%	.	.
C/C1=C/C(=O)O[C@@H]2C[C@@H](CC[C@H](C)/C=C\CC1)O[C@@](O)(C1CSC(=O)N1)C2 (some centres undefined)	.	-7%&-9%	-5%&-6%	.	.
F/C(COc1ccc2c(c1)[nH]c1ccccc12)=C1/CN2CCC1CC2	.	-7%	-4%	.	.
COC1(C)CC(c2ccccc2)c2c(c3ccccc3oc2=O)O1 (centres undefined)	.	2%	4%	.	.
FC(F)(F)c1cccc(C2=CCN(CCc3ccc4ccccc4c3)CC2)c1	.	7%	0%	.	.
CCCCCCCCCC[n+]1cccc([C@@H]2CCCN2C)c1	.	-5%	-7%	.	.

Continued (five carried over from the part before).
SMILES	GAA glycogen	GLA spleen mod	GAA spleen mod	Tau fluor cs	Epigenetic derep
C/C1=C/C(=O)O[C@@H]2C[C@@H](CC[C@H](C)/C=C\CC1)O[C@@](O)(C1CSC(=O)N1)C2 (some centres undefined)	.	-7%&-9%	-5%&-6%	.	.
F/C(COc1ccc2c(c1)[nH]c1ccccc12)=C1/CN2CCC1CC2	.	-7%	-4%	.	.
COC1(C)CC(c2ccccc2)c2c(c3ccccc3oc2=O)O1 (centres undefined)	.	2%	4%	.	.
FC(F)(F)c1cccc(C2=CCN(CCc3ccc4ccccc4c3)CC2)c1	.	7%	0%	.	.
CCCCCCCCCC[n+]1cccc([C@@H]2CCCN2C)c1	.	-5%	-7%	.	.
O=C(O)CCC(CP(=O)(O)O)C(=O)O (centres undefined)	.	-1%	2%	.	.
Oc1ccc2c3c1O[C@H]1[C@H](O)CC[C@@]4(O)[C@@H](C2)N(CC2CC2)CC[C@]314	.	3%	4%	.	.
CC(C)[C@H](NC(=O)[C@H](CCC(=O)O)NC(=O)[C@H](Cc1ccccc1)NC(=O)[C@@H](C)NC(=O)[C@@H](N)Cc1ccc(O)cc1)C(=O)N[C@H](C(=O)NCC(N)=O)C(C)C	.	3%	2%	.	.
CCC1COC(Cn2cncn2)(c2ccc(Cl)cc2Cl)O1 (centres undefined)	.	11%	8%	.	.
CC(=O)CC(c1ccccc1)c1c(O)c2ccc(O)cc2oc1=O (centres undefined)	.	-3%	-2%	.	.
CCCC(=O)O[C@@H]1[C@@H](C)[C@@]2(O)[C@@H](C=C(CO)C[C@]3(O)C(=O)C(C)=C[C@@H]23)[C@@H]2C(C)(C)[C@]12OC(=O)CCC	.	1%	-7%	.	.
OC(c1ccc(Cl)cc1)(c1cncnc1)c1ccccc1Cl (centres undefined)	.	-2%	-3%	.	.
CC1=C2C(=O)C3C(CC=C4C[C@@H](O)CC[C@@]43C)[C@@H]2CC[C@]12O[C@@H]1C[C@H](C)CN[C@H]1C2C (some centres undefined)	.	0%	3%	.	.
O=C(CS(=O)C(c1ccccc1)c1ccccc1)NO (centres undefined)	.	3%	6%	.	.
CCC1C(C)=NN=C(c2ccc(OC)c(OC)c2)c2cc(OC)c(OC)cc21 (centres undefined)	.	7%	2%	.	.
CC(C)(C)OC(=O)C(Br)CCBr (centres undefined)	.	2%	-1%	.	.
CN1c2ccccc2C(NCCCCCCC(=O)O)c2ccc(Cl)cc2S1(=O)=O (centres undefined)	.	3%	10%	.	.
CCCCOCN(C(=O)CCl)c1c(CC)cccc1CC	.	-4%	5%	.	.
CN1C(=O)[C@]23CC4=CC=C[C@H](O)[C@H]4N2C(=O)[C@@]1(CO)SS3	.	-2%	3%	.	.
CCOP(=O)(OCC)Oc1ccc2ccc(=O)oc2c1	.	13%	4%	.	.
C[C@H]1CC[C@@H]2[C@@H](C)[C@H]3C(C[C@H]4C5CC[C@H]6C[C@@H](O)CC[C@]6(C)C5CC[C@]34C)N2C1 (some centres undefined)	.	6%	10%	.	.
C[N+](C)(C)CCCl	.	-1%	-1%	.	.
O=C(O)COc1nc(Cl)c(Cl)cc1Cl	.	1%	-3%	.	.
